UDG counterscr: counter-screen for AID inhibitors: uracil-DNA glycosylase inhibition. FRET deamination/UDG coupled assay, UDG read, 4 h. Potency, µM (series often up to 115 µM), for inactives: top-dose activity change, negative = inhibition, hits mostly inhibitors. actives 0.14% (n = 91,000). AID 1347430; also: nearly all actives have a fitted effect of over 65% in size
AID inhibitor: blocks human AID cytidine deaminase activity | AID deamination FRET fluorescence, UDG-coupled, 4 h | Potency, µM (titrated, usually from 115 µM), for inactives: top-dose activity change, negative = inhibition, usual class: inhibitors | actives 0.32% (n = 91,000) | AID 1347428; also: nearly all actives have a fitted effect of over 25% in size
Target sequence (Q9GZX7 whole entry, looked up): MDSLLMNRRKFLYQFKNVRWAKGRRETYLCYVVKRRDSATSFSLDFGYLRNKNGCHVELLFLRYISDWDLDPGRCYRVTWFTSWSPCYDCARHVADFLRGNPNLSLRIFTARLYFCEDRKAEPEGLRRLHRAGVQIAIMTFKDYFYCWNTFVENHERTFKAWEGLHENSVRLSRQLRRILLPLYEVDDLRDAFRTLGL
* marks the source's active call; other numbers are inactive results; ? = inconclusive; [ ] = dose if it differs, or a comment. Calls follow the shape of the dose curve; as a rule, active = well fitted curve in the direction sought with a large enough effect; inconclusive = small, poorly fitted or top-dose-only effect, or another doubt; inactive = no such curve, though single readings can be large; an effect the other way counts as inactive or inconclusive. % is scaled to controls: 0 for no effect and ±100 for the full control effect; potency is read from the fitted curve at half-maximal effect. Not all compounds are listed; count on the stated rates, not on these rows.

no. | molecule | AID inhibitor | UDG counterscr
1 | O=C(NCC1CC1)c1cn(-c2ccccc2)nc1-c1cccnc1 | -0.9% | -4.9%
2 | CCOC(=O)c1[nH]c2ccccc2c1NC(=O)CCN1CCC(C(N)=O)CC1 | -2.3% | -16.5%
3 | CC(=O)N1CCN(C(=O)Cn2ccc3c(Cl)cccc32)CC1 | 2.9% | -6.6%
4 | Cc1cccc(C(=O)NC(Nc2ccccc2C)C(Cl)(Cl)Cl)c1 (configuration not stated) | 0.0% | -4.5%
5 | CCc1ccc(-c2noc(CSc3ccc(S(=O)(=O)N4CCCCCC4)cn3)n2)cc1 | 8.9% | 7.7%
6 | CCCc1nn2c(=O)cc(COC(=O)c3ccccc3NC(=O)COc3ccccc3F)nc2s1 | -0.2% | -12.0%
7 | O=C(c1cc2cc(Br)ccc2o1)c1ccccc1F | 4.7% | 7.4%
8 | O=C1COc2ccc(-c3cc(-c4ccccc4)c4c(n3)-c3ccccc3OC4)cc2N1 | -4.3% | -0.3%
9 | CC(C)C(NC(=O)Nc1ccc(F)cc1)C(=O)N(C)C (configuration not stated) | 4.1% | 3.6%
10 | COc1ccc(-c2nc(C)c(CCNS(=O)(=O)c3cc(C)c(C)cc3C)s2)cc1 | -18.2% | -6.8%
11 | NC1=C(S(=O)(=O)c2ccccc2)C(c2ccccc2)C(S(=O)(=O)c2ccccc2)=c2s/c(=C/c3ccccc3)c(=O)n21 (configuration not stated) | -4.4% | -3.3%
12 | Cc1ccc(CS(=O)Cc2ccc(C(=O)NCc3ccccc3Cl)o2)cc1 (configuration not stated) | -29.1% | -0.2%
13 | CCCN(Cc1cccs1)C(=O)Nc1cc(C)cc(C)c1 | -1.9% | 2.8%
14 | O=C(O)/C=C/C(=O)NCCN1CCOCC1 | 3.9% | -0.1%
15 | COCC(=O)n1nc(NCc2cccc(Cl)c2)nc1NCc1cccc(Cl)c1 | -10.8% | 5.9%

Next part; the last 2 above are carried over.
no. | molecule | AID inhibitor | UDG counterscr
14 | O=C(O)/C=C/C(=O)NCCN1CCOCC1 | 3.9% | -0.1%
15 | COCC(=O)n1nc(NCc2cccc(Cl)c2)nc1NCc1cccc(Cl)c1 | -10.8% | 5.9%
16 | Cc1ccc(C)c(NC(=O)C(C)SC(c2ccc(F)cc2)c2ccc(F)cc2)c1 (configuration not stated) | 2.5% | 11.0%
17 | Cc1ccc2nc(NCc3ccccc3)c3nncn3c2c1 | -1.2% | ?
18 | COc1ccccc1N1CCN(C(=O)C2CCN(S(=O)(=O)c3cnc[nH]3)CC2)CC1 | 3.7% | 0.0%
19 | COc1ccc(OC)c(S(=O)(=O)N2CCN(C(=O)c3cc4c(s3)CCCCC4)CC2)c1 | -21.4% | -9.2%
20 | CC(C)(C)c1ccc(CCC2OCC(C[N+]3(C)CCCCC3)O2)cc1 (configuration not stated) | 20.3% | -3.1%
21 | O=C(O)C1CCC(c2ccc(I)cc2)CC1 (configuration not stated) | 1.0% | 1.6%
22 | O=c1c2cnc(N3CCc4ccccc4C3)nc2ccn1-c1ccccc1 | ? | -12.7%
23 | COC(=O)c1ccc(CO/N=C/c2ccc(OCc3ccc(Cl)cc3)c(OC)c2)cc1 | 2.8% | -1.2%
24 | CCOC(=O)c1ccc(NC(=O)Cn2cnc(S(=O)(=O)N3CCCC3)c2)cc1 | -1.7% | -2.0%
25 | CCOc1ccc(/C=C2/Cc3c(O)cccc3C2=O)cc1 | -14.3% | -3.8%
26 | CN1CCN(C(CNC(=O)c2ccccc2F)c2ccc3c(c2)OCO3)CC1 (configuration not stated) | 5.2% | 2.7%
27 | O=C(c1cccs1)N(Cc1cccnc1)c1nc2c(F)cc(F)cc2s1 | 4.4% | 4.2%
28 | O=C(c1cccc(F)c1)N1CCCC(c2nc3ccccc3o2)C1 (configuration not stated) | -15.5% | -7.2%
29 | CCc1nn2c(=O)cc(COC(=O)c3ccccc3NC(=O)c3ccc(C(C)(C)C)cc3)nc2s1 | 13.5% | -0.8%
30 | COC(=O)c1c(C)[nH]c(C(=O)N2CCCC2c2ccc(OC)c(OC)c2)c1C (configuration not stated) | 3.8% | 0.4%
31 | Cc1nc(-c2ccccc2)sc1CCNS(=O)(=O)c1ccc(Br)cc1 | 37.2%[activator] | -0.5%
32 | O=C(CSc1nc2ccccc2s1)c1ccc2c(c1)OCCCO2 | 14.6% | -9.0%
33 | CCOCCCNC(=O)CCSc1ccccc1 | 1.9% | -1.8%
34 | c1cc(-c2ccn[nH]2)ccn1 | 4.7% | -4.1%
35 | CCOC(=O)c1cnc2cc(-c3ccc(OCC)cc3)nn2c1-c1ccccc1 | 0.8% | -0.2%
36 | COc1cc(Nc2nn(-c3ccc(OC(F)(F)F)cc3)nc2C(C)=O)cc(OC)c1 | -4.9% | 1.2%
37 | CN(C)c1ccc(CNC(=O)CCCN2C(=O)CCn3nc(-c4cn(C)c5ccccc45)cc32)cc1 | 5.3% | -7.6%
38 | Cc1cc(C)cc(NS(=O)(=O)c2ccc3[nH]cc(C(=O)N(C)Cc4ccccc4)c(=O)c3c2)c1 | -14.5% | -13.8%[57.5 µM]
39 | Cc1ccc(Cl)cc1NC(=O)CN1C(=O)C(C)(C)c2cc(S(=O)(=O)N3CCCCC3)ccc21 | ? | -16.6%[57.5 µM]
40 | CCOC(=O)N1CCN(C(=O)c2ccc(N3CCCCS3(=O)=O)cc2Cl)CC1 | 0.7% | -12.8%
41 | N#CC1=C(N)OC2=C(C(=O)CC(c3ccccc3)C2)C1c1cccs1 (configuration not stated) | -8.1% | -4.0%
42 | CCC(C(=O)Nc1ccccc1C(=O)OC)n1c(C)c2cnn(-c3ccccc3)c(=O)c2c1C (configuration not stated) | -12.4% | 7.0%
43 | C/C(=N\NC(=O)c1cccs1)c1ccc(Br)cc1 | -13.1% | -12.6%
44 | CCOCCCNC(=O)Cn1ccc2cc(S(=O)(=O)N3CCCCC3)ccc21 | -15.7% | 29.0%
45 | CCS(=O)(=O)c1ccccc1C(=O)N(Cc1cccnc1)c1nc2cc(C)c(C)cc2s1 | ? | -10.4%
46 | N#Cc1ccc(Sc2ccc(Oc3cccc(Sc4ccc(C#N)c(C#N)c4)c3)cc2)cc1C#N | -7.8% | -14.5%
47 | Cc1cccc(NC(=O)c2cc(S(=O)(=O)N3CCN(c4ccccc4F)CC3)ccc2F)c1C | -8.9% | -4.8%
48 | CCOc1ccc(NC(=O)Cn2nnc(C(=O)NCCc3ccccc3)c2N)cc1 | -8.0% | -7.1%
49 | O=C(c1cccs1)N(Cc1ccc2cc[nH]c2c1)C1CC1 | -2.6% | 4.7%
50 | COc1ccc(Cn2c(C(=O)O)c(CNCCc3cccs3)c3ccc(OC)cc32)cc1 | -15.6% | 1.8%
51 | CCOc1ccc(NC(=O)c2oc3ccccc3c2NC(=O)c2cc3ccccc3o2)cc1 | 5.5% | -3.1%
52 | CCOc1ccc(CN2C(=O)c3ccccc3Sc3ccc(C(=O)NC)cc32)cc1 | -11.5% | -17.0%
53 | COCCOC(=O)/C(C#N)=C\c1cc(C)c(O)c(C)c1 | 1.8% | 3.3%
54 | O=C1CC(=O)CC(c2ccc(Cl)cc2)C1 | -0.9% | -1.1%
55 | CCOc1ccccc1N1CCN(CC(=O)Nc2cc(Cl)ccc2Cl)CC1 | -13.2% | -9.4%
56 | CCc1ccc(NC(=O)Nc2ccc3sc(NS(=O)(=O)c4ccccc4)nc3c2)cc1 | ? | 3.0%
57 | CCN(c1cccc(C)c1)S(=O)(=O)c1ccc(N2CCCCS2(=O)=O)cc1 | -23.3% | -11.8%
58 | CCOc1ccc(C2c3c(oc4ccc(C)cc4c3=O)C(=O)N2CCCN(C)C)cc1 (configuration not stated) | 4.4% | 5.4%
59 | COc1ccc(-c2cc3nc(C)c(CCC(=O)NCCc4ccc(Cl)cc4)c(C)n3n2)c(OC)c1 | 7.8% | -0.5%
60 | Nc1nccnc1C(=O)NCc1ccco1 | 9.8% | -1.2%
61 | CCCOC(=O)c1ccc(NC(=O)NC(c2ccccc2)c2nccn2C)cc1 (configuration not stated) | 1.1% | -4.0%
62 | COc1ccc(C)cc1NC(=O)N1CC(C)Sc2ccccc21 (configuration not stated) | -20.1% | 13.8%
63 | Cc1oc(-c2cccc(Cl)c2)nc1CN1CCC(C(=O)NCCCN2CCN(c3cccc(Cl)c3)CC2)CC1 | ? | ?
64 | COc1ccc(-c2nc(NCCN3CCCCC3C)c3ccccc3n2)cc1 (configuration not stated) | -15.1% | -4.9%
65 | CCOC(=O)c1sc2ccccc2c1S(=O)(=O)Nc1ccc(OC)c(Cl)c1 | 11.7% | 27.7%
66 | Cc1cc(C(=O)OCC(=O)Nc2ccc(F)c(F)c2F)c2ccccc2n1 | 0.7% | -3.5%
67 | Cc1ccc(C2CC(=O)n3nc(-c4ccc(F)cc4)nc3S2)cc1 (configuration not stated) | 12.3%[57.5 µM] | -10.0%[57.5 µM]
68 | N#C/C(=C/c1ccc(OCc2ccccc2Cl)cc1)c1nc2ccccc2s1 | -1.5% | -8.7%
69 | O=C(C1CCC1)N1CCc2cc(S(=O)(=O)N3CCN(c4ccccc4)CC3)ccc21 | 11.3% | 4.9%
70 | C=CCNC(=O)NC(=O)CN(C)CCOc1cccc(C)c1 | 4.3% | 2.4%
71 | CCc1nnc(SCC(=O)Nc2ccc(Cl)cc2F)c2cc3occc3n12 | ? | -10.4%
72 | CCOc1ccccc1NC(=O)C1CCCN(S(=O)(=O)c2cn(C)cn2)C1 (configuration not stated) | 17.0% | -2.0%
73 | CCOc1ccc(NS(=O)(=O)c2ccc3[nH]cc(C(=O)N(C)C4CCCCC4)c(=O)c3c2)cc1 | 34.5%[activator] | -13.5%[57.5 µM]
74 | Cc1ccc(-c2nonc2NC(=O)c2ccco2)cc1C | -5.9% | 8.3%
75 | Cc1ccc2c(c1)c(-c1ccccc1)c(-c1ccccc1)n2CCC#N | -5.5% | -2.0%

Next section:
no. | molecule | AID inhibitor | UDG counterscr
76 | CCc1nn(CC(=O)N2CCCCC2)c(=O)c2cc3sc(C)cc3n12 | -3.2% | -3.1%
77 | Cc1ccc(NC(=O)C2CCCN2S(=O)(=O)c2ccc3c(c2)C(C)(C)C(=O)N3C)cc1 (configuration not stated) | 0.7% | 26.8%
78 | Cc1ccc(CNC(=O)c2c(Nc3c(C)cccc3C)sc(C(=O)c3ccccc3)c2N)cc1 | 66.0%[activator] | -13.1%
79 | O=C(NCC(O)c1ccccc1)c1nc(-c2cccc3[nH]ccc23)no1 (configuration not stated) | 5.9% | 2.6%
80 | O=C(NCCc1c[nH]c2ccccc12)c1cnc2ccccc2n1 | -4.9% | -0.3%
81 | O=C(Nc1ccc(F)cc1)C(Sc1cccc[n+]1[O-])c1ccccc1 (configuration not stated) | -3.7% | 1.5%
82 | CCOC(=O)c1c(S(=O)(=O)NCC(=O)Nc2ccc(C)c(Cl)c2)c(C)n(C)c1C | 1.8% | 36.1%[activator]
83 | COC(=O)c1cc(-c2nc3ccccc3[nH]2)c(-c2cccc(Cl)c2)nc1C | -1.5% | 2.1%
84 | CNCc1ccsc1 | -3.9% | -9.1%
85 | Cc1c(Cl)cccc1NC(=O)Cn1nc(C)c2sc3ccccc3c2c1=O | -16.4% | -7.2%
86 | NS(=O)(=O)c1ccc(NSc2ccccc2[N+](=O)[O-])cc1 | -9.7% | -18.6%
87 | CC(C)(C)C(=O)OCc1cc(=O)n2nc(C3CC3)sc2n1 | 170.6%[activator] | ?
88 | O=c1c2[nH]c3ccccc3c2nc(SCc2cccc(F)c2)n1-c1ccccc1 | -14.8% | 1.3%[57.5 µM]
89 | COc1ccc(-n2nc(C)c3c(C(F)(F)F)cc(-c4cccnc4)nc32)cc1 | 12.1% | -1.6%
90 | O=C(CCC(=O)N1Cc2ccccc2Oc2ncccc21)NCc1ccccc1Cl | -8.9% | -7.3%
91 | CCCCOc1ccc(C2=NC(c3cccs3)=Nc3ccc(OC)cc3N2)cc1 | -9.9% | 0.0%
92 | C=C(C)COc1ccc2c(C)c(CCC(=O)NCc3ccc(S(N)(=O)=O)cc3)c(=O)oc2c1C | -2.2% | 8.3%
93 | CCCc1noc(-c2ccc(N3CCCCC3)c([N+](=O)[O-])c2)n1 | -24.7% | 8.6%
94 | Cc1oc(-c2cccc(Cl)c2)nc1CSCC(=O)O | ? | 5.3%
95 | Cc1ccc(Cn2cc(C(=O)c3ccc(C)cc3)c(=O)c3ccc(C)nc32)cc1 | -28.1% | -0.1%
96 | COC(=O)NCCc1ccncc1 | 1.0% | -7.7%
97 | CCCCC(CC)C(=O)Nc1ccc2ccccc2c1 (configuration not stated) | -1.9% | -0.2%
98 | Brc1cccc(N=Cc2c3ccccc3cc3ccccc23)c1 | -18.8% | -17.0%
99 | O=C(CSc1cn(CC(=O)N2CCCC2)c2ccccc12)Nc1ccccc1C(F)(F)F | 46.2%[activator] | -5.9%
100 | CCN(CC)S(=O)(=O)c1cc(-c2ccc(=O)n(C(C)C(=O)Nc3cccc(C#N)c3)n2)ccc1C (configuration not stated) | 7.9% | 15.7%
101 | Cc1cnc2c(S(=O)(=O)NC(c3cccs3)C(C)C)cccc2c1 (configuration not stated) | -6.1% | 4.9%
102 | O=C1N(CCCc2ccccc2)c2ccccc2C1(O)c1c[nH]c2ccccc12 (configuration not stated) | -12.4% | -7.6%
103 | COc1ccc(NC(=O)C(C(C)C)N2Cc3ccccc3C2=O)cc1 (configuration not stated) | -11.1% | -5.5%
104 | COc1cccc(Cn2c(CNC(=O)Cc3cccc(C)c3)nc3cccnc32)c1 | 7.2% | 2.6%
105 | COc1cccc(N2CCN(C(=O)C3CCN(S(=O)(=O)c4ccc5c(c4)oc(=O)n5C)CC3)CC2)c1 | 20.9% | -3.2%
106 | CCCCN(CCCC)S(=O)(=O)c1ccc2oc(C(=O)NCc3ccccc3)c(C)c2c1 | ? | -25.4%

Bioassay records deposited in PubChem BioAssay by National Center for Advancing Translational Sciences (NCATS).
